High-throughput results as filed in PubChem.
GRIN3A LBD mod – NR3A (human) ligand-binding domain modulation. NR3A LBD differential scanning fluorimetry, Tm shift; 0% = protein alone, 100% = glycine-bound protein. Tm shift relative to glycine control, % at 25 µM. hit rate 2.5% among 340,000;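 active = melting temperature shift of at least 10% of the positive control shift, at one fixed dose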
XBP1 UPR activ – adaptive UPR (XBP1) activation; CHO-XBP1 luciferase reporter, IRE1-XBP1 UPR activation, luminescence; percent of tunicamycin response, DMSO as zero; activation, % at 20 µM; hit rate 0.33% among 330,000; AID 463104;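 active = versus positive control, 20 µM dose yields 30% or more activation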;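 note: 100% = tunicamycin at 10 µg/mL and 0% = DMSO only wells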
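assay system = CHO-XBP1 luciferase reporter cells | amount = 1000 cells/well | buffer or medium = F12 plus 10% FBS | compound dosing = single point, 20 µM final compound, 1% DMSO | incubation = 16-18 h cell attachment at 37 °C, then 6 h compound exposure | detection = Steady-Glo luminescence read | controls = tunicamycin 10 µg/mL and vehicle-only wells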
APJ ag – activates the human apelin receptor APJ. P35414. CHO-K1 APJ PathHunter beta-arrestin, luminescence; 0% DMSO wells, 100% apelin. activation, % at 20 µM. hit rate 0.11% among 330,000;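 active = activation more than six SD over the plate average, tested at 20 µM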;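 note: 0% = DMSO alone and 100% = apelin-13 at 10 nM; some results filed as inactive read as strong as hits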
Target sequence (P35414 whole entry, looked up): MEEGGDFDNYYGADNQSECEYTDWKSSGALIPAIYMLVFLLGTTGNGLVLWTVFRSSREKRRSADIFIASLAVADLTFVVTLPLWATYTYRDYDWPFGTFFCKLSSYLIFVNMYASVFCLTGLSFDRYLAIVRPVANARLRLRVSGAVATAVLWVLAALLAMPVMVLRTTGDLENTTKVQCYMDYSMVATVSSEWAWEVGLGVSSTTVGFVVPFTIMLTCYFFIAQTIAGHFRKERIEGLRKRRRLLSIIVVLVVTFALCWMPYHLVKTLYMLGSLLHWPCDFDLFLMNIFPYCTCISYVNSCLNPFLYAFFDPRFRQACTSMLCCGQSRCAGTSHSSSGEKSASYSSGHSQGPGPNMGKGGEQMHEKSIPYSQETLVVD
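Assay system: CHO-K1 APJ beta-arrestin complementation cell line / Compound: single test compound dose, 20 µM final, 1% DMSO / Times: overnight seeding, 90 min compound at 25 °C, 1 h detection / Technique: beta-gal luminescence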
CHOP UPR activ – activators of apoptotic arm of unfolded protein response (CHOP); CHO-CHOP luciferase reporter, UPR activation, luminescence; percent of tunicamycin response over DMSO baseline; activation, % at 10 µM; hit rate 0.34% among 330,000;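 active = at 10 µM dose, activation of 40% or more, normalized to positive control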;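 note: 100% = tunicamycin at 10 µg/mL and 0% = DMSO alone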
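Test system: CHO-CHOP cells, stable luciferase reporter of PERK-eIF2a-CHOP signalling | Quantity: 500 CHO-CHOP cells per well | Buffer or medium: F12 plus 10% serum | Compound dosing: 10 µM single point, 0.5% DMSO | Schedule: 6 h compound treatment, 37 °C | Signal: Luciferase luminescence | Control set: Tunicamycin high control, DMSO low control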
TIM10 inh – TIM10 yeast growth inhibition | S. cerevisiae TIM10 strain growth, BacTiter-Glo luminescence, 24 h | inhibition, % at 10 µM | hit rate 1.4% among 330,000 | AID 463195;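 active = inhibition of 40% or more at the single tested concentration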;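 note: wild-type TIM10 isogenic control strain grown at permissive 25 °C; 0% = DMSO yeast wells and 100% = minimal medium wells without yeast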
Mdm2 MdmX PPI – disrupts the human Mdm2-MdmX interaction. hit rate 3% among 330,000. O15151+Q00987. inhibition, % at 8 µM. SaOS-2 split-luciferase Mdm2/MdmX complementation, luminescence;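 active = inhibition of at least 50% at 8 µM in the primary screen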
NLRP3 yeast inh – inhibitors of NALP3 inflammasome in yeast; Yeast reconstituted NLRP3/ASC/caspase-1, beta-gal luminescence, 24 h; inhibition, % at 10 µM; hit rate 0.39% among 330,000; AID 2825;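 active = inhibition of 50% or more; inactive = inhibition below 50%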;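 note: plate controls were induced DMSO wells for no effect and uninduced yeast grown without galactose for full effect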
tim23-1 inh – tim23-1 yeast growth inhibition; inhibition, % at 20 µM; hit rate 1.3% among 330,000; S. cerevisiae tim23-1 growth, BacTiter-Glo luminescence, 24 h;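 active = growth inhibition of the mutant yeast at or above 50%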;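 note: temperature-sensitive mutant grown at 25 °C; plate controls were DMSO-treated mutant yeast for no effect and medium wells lacking yeast for full effect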
tim10-1 inh – tim10-1 yeast growth inhibition; S. cerevisiae tim10-1 ts strain growth, BacTiter-Glo, 24 h; inhibition, % at 20 µM; hit rate 2.2% among 330,000;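 active = inhibition of at least 40%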;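 note: mutant grown at 25 °C; 0% = DMSO wells with yeast and 100% = wells holding no yeast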
* = called active by the depositor; nt = not tested or not shown. Rows are unselected; any-hit rate near 8.2%.

Short keys – A = GRIN3A LBD mod; B = XBP1 UPR activ; C = APJ ag; D = CHOP UPR activ; E = TIM10 inh; F = Mdm2 MdmX PPI; G = NLRP3 yeast inh; H = tim23-1 inh; I = tim10-1 inh
> C1=C(CCNc2nnnn2-c2ccccc2)CCCC1
  A = -1; B = -1; C = 4; D = 0.3; E = 18; F = 17; G = -19; H = 36; I = 26
> COc1ccccc1NC(=O)C1(C)Cc2ccccc2C(=O)O1 (stereo not given)
  A = 3; B = 1; C = 0; D = 0.7; E = 6; F = -12; G = 24; H = 20; I = 16
> O=[N+]([O-])c1cccc(Cl)c1NCCNS(=O)(=O)c1ccc(Cl)cc1
  A = -7; B = -1; C = -1; D = 1.4; E = 29; F = -3; G = 18; H = 28; I = 22
> CC1CCCCC1NC1=NCCS1 (stereo not given)
  A = -1; B = -3; C = -4; D = -0.9; E = -2; F = -14; G = 1; H = -2; I = 12
> CCc1ccc(N(CC(=O)Nc2ccccc2C(=O)N2CCOCC2)S(C)(=O)=O)cc1
  A = 1; B = -1; C = -1; D = -1.1; E = -2; F = -7; G = 14; H = 0; I = -6
> CCOC(=O)N/N=C(\C)c1ccc(Br)cc1
  A = nt; B = -3; C = 3; D = 3.7; E = -3; F = -50; G = 22; H = 11; I = -5
> Cc1ccc(-c2cc(C(F)(F)F)n3nc(C(=O)Nc4c(C)n(C)n(-c5ccccc5)c4=O)cc3n2)cc1
  A = 1; B = 3; C = -6; D = 1.8; E = 10; F = 19; G = -20; H = -23; I = 1
> CC(CC(=O)O)n1nnc2ccccc21 (stereo not given)
  A = -2; B = 1; C = -1; D = 1.0; E = -10; F = 1; G = -11; H = -3; I = 6
> CCNC(=O)CN(c1ccc(C)cc1)S(=O)(=O)c1ccc(SC)cc1
  A = 2; B = -1; C = -4; D = 0.6; E = 21; F = 24; G = 11; H = 9; I = 23
> Cc1nc(-c2ccc(Cl)cc2)sc1C1(C)CC(c2cccnc2)=NO1 (stereo not given)
  A = -5; B = 1; C = 2; D = 3.3; E = -38; F = -61; G = 35; H = 2; I = 4
> OC1OC[C@@H](O)[C@H](O)[C@H]1O (stereo not given in full)
  A = nt; B = -6; C = -3; D = 0.0; E = 1; F = 21; G = 5; H = 17; I = 7
> CC(C)c1csc(CN2CCCC(CNC(=O)c3cccc4ccccc34)C2)n1 (stereo not given)
  A = -1; B = -6; C = -6; D = 1.3; E = -3; F = 15; G = 20; H = 11; I = 9
> O=C(NNC(=O)c1cccs1)c1cccnc1
  A = -2; B = -1; C = 1; D = -0.9; E = 2; F = 11; G = 16; H = -3; I = -11
> CCn1c2ccccc2c2cc(CN3CCN(Cc4cc(OC)ccc4O)CC3)ccc21
  A = 1; B = -4; C = -3; D = -3.2; E = 18; F = 38; G = 44; H = -12; I = 11
> O=C(Nc1ccc(N2CCN(C(=O)c3ccco3)CC2)cc1)c1cccc(F)c1
  A = -10; B = 4; C = -4; D = 3.5; E = 25; F = -9; G = -5; H = 34; I = 21
> Cc1ccc(NS(=O)(=O)c2cc(C(N)=O)ccc2C)cc1
  A = -3; B = 1; C = -2; D = -1.0; E = 0; F = -14; G = 8; H = 7; I = 2
> CCCCN1C(=O)CC(C(=O)OCC)=C1C
  A = 3; B = 1; C = 2; D = 1.4; E = 12; F = -9; G = 3; H = 2; I = 10
> CCCCNC(=O)Nc1ccccc1Br
  A = 2; B = 0; C = 1; D = 4.2; E = 2; F = -10; G = -2; H = 14; I = -5
> CC1CCC(NC(=O)c2cc3c(=O)n(C)c4ccccc4c3n2C)CC1 (stereo not given)
  A = 1; B = 5; C = -1; D = 0.5; E = 21; F = 47; G = 21; H = 27; I = 40*
> O=C(NCCN1CCOCC1)c1cccc(Cl)c1
  A = 1; B = -2; C = -5; D = -1.2; E = -20; F = 37; G = 10; H = 27; I = 7
> COc1ccc(OC)c(NC(=O)CSc2nnc(CNc3ccc(F)cc3)o2)c1
  A = 4; B = -2; C = 1; D = 1.4; E = 10; F = 23; G = 5; H = 5; I = 28
> COC(=O)c1ccc(CNC(=O)c2ccc3c(c2)NC(=O)CS3)cc1
  A = 0; B = 2; C = -1; D = -0.5; E = 2; F = -1; G = 4; H = -8; I = -7
> Cc1cc(COc2ccccc2OCc2cc(C)no2)on1
  A = -1; B = 0; C = -4; D = -1.7; E = -14; F = 17; G = 17; H = 11; I = 12
> COc1ccc(S(=O)(=O)NCC2CCCO2)cc1NC(=O)c1ccccc1 (stereo not given)
  A = 10; B = -5; C = -1; D = -1.3; E = -5; F = 25; G = 10; H = 3; I = 6
> C/C=C/C1=CC(=O)C[C@H](c2ccc(OC)c(OC)c2)C1
  A = -2; B = 0; C = -5; D = -2.1; E = 0; F = 35; G = 6; H = 19; I = 5

Later entries.
Short keys – A = GRIN3A LBD mod; B = XBP1 UPR activ; C = APJ ag; D = CHOP UPR activ; E = TIM10 inh; F = Mdm2 MdmX PPI; G = NLRP3 yeast inh; H = tim23-1 inh; I = tim10-1 inh
> Cc1cc(NC(=O)CSc2nc3c(C)ccc(C)c3cc2C#N)no1
  A = -1; B = -4; C = 0; D = -0.3; E = -8; F = 24; G = 11; H = -24; I = 2
> CCOc1ccc(Nc2nc3c(C)cccc3cc2C#N)cc1
  A = -1; B = -3; C = -1; D = 5.9; E = -13; F = 15; G = 15; H = -4; I = -9
> O=C(Nc1ncc(Cc2cccc(C(F)(F)F)c2)s1)c1ccc(-c2cccc([N+](=O)[O-])c2)o1
  A = 4; B = -1; C = 2; D = 4.1; E = 11; F = 11; G = 11; H = 6; I = 11
> O=C1/C(=C/c2ccccc2O)SC(=S)N1Cc1cccnc1
  A = -1; B = -1; C = -3; D = 0.3; E = 10; F = 73*; G = 17; H = 1; I = 23
> OCC1(CO)COC(/C=C/c2ccccc2)=N1
  A = 0; B = 0; C = -2; D = -0.7; E = -2; F = 20; G = 9; H = 14; I = 12
> CNC(=S)N1CCc2cc(OC)c(OC)cc2C1COc1ccc(F)cc1 (stereo not given)
  A = -1; B = -1; C = -2; D = 1.6; E = 6; F = -17; G = -11; H = 12; I = 26
> O=c1cc(N2CCCCC2)c(-c2ccccc2)nn1Cc1ccccc1Cl
  A = 0; B = -4; C = -3; D = 1.7; E = 7; F = 24; G = 21; H = 43; I = 21
> COc1cc(COc2ccc3c(C)c(CC(=O)O)c(=O)oc3c2C)cc(OC)c1OC
  A = 1; B = -2; C = -1; D = -0.6; E = 0; F = -42; G = 8; H = 24; I = 13
> CCc1nnc(NC(=O)c2cc(C)oc2C)s1
  A = -1; B = -4; C = 8; D = 3.7; E = 18; F = -31; G = 24; H = 0; I = 8
> CCN(CC)C(=O)CSc1nc2ccccc2c(=O)n1-c1ccccc1OC
  A = 0; B = -2; C = 0; D = 0.1; E = 13; F = 8; G = 13; H = 15; I = 11
> CC(C)CN1CCC(=O)N(CCSc2ccccc2)CC1
  A = 1; B = 0; C = -3; D = 2.5; E = 3; F = -95; G = 13; H = 18; I = 20
> CCNC(=O)COC(=O)c1cccc(Br)c1
  A = 1; B = 1; C = -3; D = 1.8; E = 9; F = 2; G = -1; H = 1; I = 2
> CCCCC(=O)Nc1sc2c(c1C(N)=O)CCC2
  A = 2; B = 4; C = -4; D = 8.2; E = -15; F = 9; G = 12; H = 14; I = 17
> COc1ccc(N(C(=O)Cn2nnc3ccccc32)C(C(=O)NCc2ccco2)c2ccc(C)o2)cc1 (stereo not given)
  A = -1; B = -3; C = -2; D = 0.5; E = 8; F = -11; G = -5; H = 17; I = 19
> Cc1noc(C(=O)Nc2cccnc2Cl)c1Cl
  A = -2; B = 2; C = -2; D = -1.1; E = 1; F = 2; G = 14; H = 4; I = 0
> O=C(O)CC(NC(=O)C(c1ccccc1)c1ccccc1)c1cccc([N+](=O)[O-])c1 (stereo not given)
  A = 1; B = -1; C = -1; D = 0.0; E = 8; F = 9; G = -15; H = 6; I = 6
> COc1ccccc1NC(=O)c1ccc(SCC(=O)NCc2ccccc2Cl)c([N+](=O)[O-])c1
  A = -1; B = 0; C = -1; D = 3.6; E = -2; F = 29; G = 2; H = 2; I = 21
> CCOc1ccc(S(=O)(=O)NCCC(=O)N2CCN(c3ncccn3)CC2)cc1
  A = 3; B = -1; C = -1; D = 0.8; E = 2; F = 7; G = 8; H = 17; I = 15
> C/C(=N/NC(=O)C(C)n1nc(C)c([N+](=O)[O-])c1C)c1ccc(OCC(N)=O)cc1 (stereo not given)
  A = 1; B = 0; C = 2; D = 1.3; E = 6; F = 5; G = 1; H = -6; I = -14
> O=C(OCC(=O)N1CCOCC1)c1ccc2ccccc2c1O
  A = 0; B = 3; C = 1; D = 7.3; E = -10; F = -16; G = 8; H = 0; I = -25
> COc1ccc(N(C)C(=O)c2cc3c(Cl)nc4ccccc4c3s2)cc1
  A = -2; B = 2; C = -1; D = 1.8; E = 5; F = 20; G = 6; H = 10; I = -3
> CCn1cc(C2=NOC(C(=O)Nc3ccc4c(c3)OCO4)C2)c(C)n1 (stereo not given)
  A = -1; B = 0; C = -1; D = -1.0; E = -15; F = 16; G = 3; H = -11; I = 4
> CCc1ccc(N(CC(=O)NC(C)(C)C)C(=O)CCC(=O)Nc2ccccn2)cc1
  A = 1; B = -4; C = 0; D = 0.5; E = 7; F = 1; G = 1; H = 19; I = 11
> Cc1ccc(OC(=O)CN2C(=O)c3ccccc3C2=O)cc1C
  A = 4; B = -1; C = -3; D = 2.0; E = 33; F = 6; G = 19; H = 15; I = 36
> CCC1CCCCN1C(=O)CCC(=O)Nc1nnc(C(F)(F)F)s1 (stereo not given)
  A = 1; B = -3; C = -4; D = -1.0; E = 15; F = 5; G = 17; H = 13; I = 6
> COC(=O)c1ccc(CNC(=O)N2CCN(S(=O)(=O)c3ccc(C)cc3)CC2)cc1
  A = 0; B = -2; C = -1; D = -0.9; E = -4; F = 29; G = 19; H = 25; I = 25

Part of the list above, showing only tim10-1 inh, TIM10 inh and CHOP UPR activ.
Compound	tim10-1 inh	TIM10 inh	CHOP UPR activ
CCn1c2ccccc2c2cc(CN3CCN(Cc4cc(OC)ccc4O)CC3)ccc21	11	18	-3.2
COc1ccc(S(=O)(=O)NCC2CCCO2)cc1NC(=O)c1ccccc1 (stereo not given)	6	-5	-1.3
OCC1(CO)COC(/C=C/c2ccccc2)=N1	12	-2	-0.7
